From PubChem
MCF10A rerep – inducers of DNA re-replication in MCF 10A breast cells; 350,000 tested, 2.9% active; Potency, µM (highest dose often 46.1 µM), inactives show top-dose activity, positive = re-replication, most hits filed as activators; AID 624296; MCF 10A DNA re-replication, Hoechst nuclear intensity, 48 h; also: potency is read from the fitted curve at half-maximal effect; % of control where 0% means no effect; nearly all actives have a fitted effect of over 50% in size
IL-1B inflam inh – blocks inflammasome-driven IL-1 beta release; THP-1 LPS/ATP IL-1B secretion, AlphaLISA, 16 h; hits give low values; activity change, % at 57.5 µM; 360,000 tested, 4.7% active; in the data active = activity change below about -50%; inconclusive = mostly about -30% to -49%; also: % is scaled to controls: 0 for no effect and ±100 for the full control effect
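Secreted IL-1B measured by AlphaLISA bead assay after 16 h compound exposure of THP-1 cells; compounds (final up to 57.5 uM) added 1 h before LPS (250 ng/mL) and ATP (1.25 mM) stimulation; lower signal means less secretion.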
WRN inhibitor – inhibitors of human WRN helicase | Q14191 | WRN helicase unwinding, fluorescent forked duplex, kinetic | Potency, µM (titrated, usually from 114 µM), inactives show at the top dose activity change, negative = inhibition, actives largely listed as inhibitors | 360,000 tested, 0.46% active; also: potency is read from the fitted curve at half-maximal effect; % is scaled to controls: 0 for no effect and ±100 for the full control effect; nearly all actives have a fitted effect of over 55% in size
Target sequence (Q14191 whole entry, looked up): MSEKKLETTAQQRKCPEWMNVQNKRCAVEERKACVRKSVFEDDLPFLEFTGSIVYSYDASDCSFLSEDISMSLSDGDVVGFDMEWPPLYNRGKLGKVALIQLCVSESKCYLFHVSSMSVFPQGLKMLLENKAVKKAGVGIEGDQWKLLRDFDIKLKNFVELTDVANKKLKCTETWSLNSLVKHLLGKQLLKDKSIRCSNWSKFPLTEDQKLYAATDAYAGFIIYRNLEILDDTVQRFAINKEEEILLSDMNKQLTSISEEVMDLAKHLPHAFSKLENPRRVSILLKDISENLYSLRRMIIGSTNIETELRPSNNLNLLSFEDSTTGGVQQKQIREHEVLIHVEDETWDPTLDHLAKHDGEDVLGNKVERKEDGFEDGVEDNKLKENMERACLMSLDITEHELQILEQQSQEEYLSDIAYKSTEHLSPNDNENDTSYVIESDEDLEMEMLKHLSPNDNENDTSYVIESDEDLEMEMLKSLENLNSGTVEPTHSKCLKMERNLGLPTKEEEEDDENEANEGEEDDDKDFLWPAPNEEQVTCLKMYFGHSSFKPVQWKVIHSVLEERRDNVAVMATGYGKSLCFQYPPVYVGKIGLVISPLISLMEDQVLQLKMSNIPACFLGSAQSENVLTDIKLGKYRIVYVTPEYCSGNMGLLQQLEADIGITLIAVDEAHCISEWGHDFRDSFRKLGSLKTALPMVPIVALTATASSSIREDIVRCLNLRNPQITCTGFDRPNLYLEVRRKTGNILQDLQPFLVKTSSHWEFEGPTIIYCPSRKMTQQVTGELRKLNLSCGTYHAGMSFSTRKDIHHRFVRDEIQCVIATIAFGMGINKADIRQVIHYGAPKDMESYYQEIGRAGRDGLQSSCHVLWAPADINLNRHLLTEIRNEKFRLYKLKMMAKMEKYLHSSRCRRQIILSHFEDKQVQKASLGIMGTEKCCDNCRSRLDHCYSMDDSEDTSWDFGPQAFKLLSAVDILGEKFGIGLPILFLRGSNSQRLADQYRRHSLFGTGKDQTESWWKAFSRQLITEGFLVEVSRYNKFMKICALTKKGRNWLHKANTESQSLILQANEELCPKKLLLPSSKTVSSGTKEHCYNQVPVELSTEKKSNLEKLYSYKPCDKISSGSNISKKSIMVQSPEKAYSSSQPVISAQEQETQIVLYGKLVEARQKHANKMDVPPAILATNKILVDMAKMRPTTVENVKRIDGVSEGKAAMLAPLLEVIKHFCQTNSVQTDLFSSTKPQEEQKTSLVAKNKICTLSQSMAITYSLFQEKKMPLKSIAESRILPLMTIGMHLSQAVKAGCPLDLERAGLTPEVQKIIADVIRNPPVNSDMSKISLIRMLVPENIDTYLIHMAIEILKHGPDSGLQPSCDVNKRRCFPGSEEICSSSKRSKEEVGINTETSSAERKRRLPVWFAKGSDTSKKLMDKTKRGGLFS
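WRN at 20 nM final was preincubated with compound for 15 min at room temperature; reaction started with 100 nM forked duplex oligonucleotide carrying fluorophore and quencher plus 2 mM ATP (final). Unwinding followed kinetically by red fluorescence (ex 525/em 598 nm).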
HT1080NT lethal – kills 2HG-producing HT-1080-NT fibrosarcoma cells. HT-1080-NT fibrosarcoma viability, CellTiter-Glo ATP luminescence, 48 h. Potency, µM (top dose mostly 46.1 µM), inactives show at the top dose activity, negative = less viability, actives largely listed as cytotoxic. 360,000 tested, 1.6% active;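 also: NT is the 2HG producing partner of a matched IDH1 knockdown line; potency is read from the fitted curve at half-maximal effect; 0% = DMSO-treated cells and -100% = media-only wells without cells; nearly all actives have a fitted effect of over 55% in size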
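Viability of the 2HG-overproducing fibrosarcoma line after 48 hours of compound exposure at 37 degrees C was determined by luminescence with CellTiter-Glo, and concentration-effect curves were then fitted and categorized.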
SW480 rereplic – inducers of DNA re-replication in SW480 colon cancer cells | 340,000 tested, 1.8% active | SW480 DNA re-replication, Hoechst DNA content imaging, 48 h | Potency, µM (titrated, usually from 46.1 µM), without a hit: at the top dose re-replication activation, hits mostly activators; also: potency is read from the fitted curve at half-maximal effect; % of control where 0% means no effect; nearly all actives have a fitted effect of over 55% in size
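Treated cells incubate 48 hr (37 C, 5% CO2), are stained 40 min with Hoechst, and nuclear fluorescence is enumerated; a rise in nuclei with high DNA signal marks re-replication.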
KB-3-1 tox – KB-3-1 parental cell cytotoxicity; 400,000 tested, 1.4% active; KB-3-1 viability, CellTiter-Glo ATP luminescence, 72 h; Potency, µM (doses to about 46.1 µM), without a hit: at the top dose activity change, negative = cytotoxic, hits mostly cytotoxic; also: potency is read from the fitted curve at half-maximal effect; % is scaled to controls: 0 for no effect and ±100 for the full control effect; nearly all actives have a fitted effect of over 60% in size
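Using CellTiter-Glo luminescence, growth of non-resistant KB-3-1 adenocarcinoma cells is assessed 72 h after pin-tool compound addition at 37 °C. Normalized responses across the concentration series yield fitted curves.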
KB-V1 cytotox – KB-V1 MDR subline cytotoxicity; KB-V1 MDR cells viability, CellTiter-Glo, 72 h; Potency, µM (highest dose often 46.1 µM), without a hit: top-dose activity change, negative = cytotoxicity, hits mostly cytotoxic; 400,000 tested, 3.4% active; AID 1347076; also: potency is read from the fitted curve at half-maximal effect; % is scaled to controls: 0 for no effect and ±100 for the full control effect; nearly all actives have a fitted effect of over 60% in size
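Potencies derive from concentration-effect curves fitted to normalized luminescence (CellTiter-Glo) of KB-V1 cells treated for 72 h at 37 degrees C in phenol-red-free DMEM containing 10% FBS.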
ATXN2 expr inh – inhibitors of ATXN2 expression. HEK-293 ATXN2-luciferase reporter, luminescence, 24 h. Potency, µM (highest dose often 57 µM), for inactives: at the top dose activity change, negative = inhibition, usual class: inhibitors. 360,000 tested, 0.72% active. AID 1745845; also: potency is read from the fitted curve at half-maximal effect; % is scaled to controls: 0 for no effect and ±100 for the full control effect; nearly all actives have a fitted effect of over 55% in size
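qHTS (up to 57 uM final) was run with 24 h compound exposure of reporter cells at 37 °C. Each well was multiplexed: SteadyGlo luminescence measured ATXN2-luciferase expression after a fluorogenic Gly-Phe-AFC viability readout (25 uM final).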
HT1080 IDH1KD tx – toxicity to HT-1080 IDH1 knockdown cells (counter line). HT-1080 IDH1 knockdown viability, ATP luminescence, 48 h. Potency, µM (titrated, usually from 46.1 µM), for the others: top-dose activity, negative = toxicity, usual class: cytotoxic. 360,000 tested, 2% active;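 also: potency is read from the fitted curve at half-maximal effect; 0% = DMSO wells and -100% = cell-free medium wells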
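CellTiter-Glo luminescence after 48 h compound exposure at 37 degrees C of IDH1-knockdown HT-1080 cells in 5% FBS RPMI. %Activity scaled between DMSO wells and cell-free media wells, with curves fitted and assigned curve classes.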
Active calls of the source: *; i = inactive; u = inconclusive; x = not tested or not shown; [ ] = dose if it differs, or a comment. Unless noted, calls follow the shape of the dose curve; as a rule, active = well fitted curve in the direction sought with a large enough effect; inconclusive = small, poorly fitted or top-dose-only effect, or another doubt; inactive = no such curve, though single readings can be large; an effect the other way counts as inactive or inconclusive.

Results follow in this order: MCF10A rerep, IL-1B inflam inh, WRN inhibitor, HT1080NT lethal, SW480 rereplic, KB-3-1 tox, KB-V1 cytotox, ATXN2 expr inh, HT1080 IDH1KD tx
> COCCCNC(=O)c1csc([C@@H]2O[C@H](CO)[C@H](O)[C@H](O)[C@H]2O)n1
  x, 7, -2%, 23%, x, 0%, 4%, 9%, 26%
> O=C(Nc1nc(-c2cc3ccccc3oc2=O)cs1)c1ccc(Br)o1
  u, 0, -27%, 5%, -7%, 6%, 0%, 6%, -1%
> O=C(CSc1n[nH]c(-c2ccncc2)n1)Nc1ccc(Br)cc1
  -1%, -3, -23%, -1%, -6%, -3%, 26%, -5%, -1%
> COCC(=O)/C=C1\Sc2ccccc2N1C
  -7%, -3, -5%[57.1 µM], -2%, 12%, 14%, 10%, 4%, 10%[9.24 µM]
> Cc1c(C(=O)Nc2cc(F)ccc2F)sc2nc3n(c(=O)c12)CCCCC3
  1%, -1, 3%, 21%, -10%, 1%, u, 47%[activator], 24%
> CC(C)c1ccc(NC(=O)C(=O)c2cn(CC(=O)N3CCCCC3)c3ccccc23)cc1
  u, 0, 2%, -11%, 4%, 6%, -11%, -12%, 1%
> CCC(=O)Nc1ccc(NC(=O)c2ccco2)c(OC)c1
  10%[9.22 µM], -22, -5%, u, -4%, 29%, 5%, 49%[activator], 15%
> COc1ccc(C(=O)N2CCCC(Nc3ccc(F)c(F)c3)C2)c(OC)n1 (stereo not given)
  4%, 4, -12%, 4%, -4%, 0%, u, 12%, 1%
> CCNC(=O)N(C)c1nncnc1C(=O)NC
  -1%, 9, 4%, -6%, 0%, 14%, -11%, 1%, -2%
> CN(C(=O)C1CCOC1)c1nnc(-c2cnccn2)s1 (stereo not given)
  0%, 1, 1%, 17%, -4%, 0%, 27%, 8%, 11%
> COc1ccc(CCn2c(N)c(C(=O)NCc3ccco3)c3nc4ccccc4nc32)cc1
  u, -86*, u, u, u, 7.3µM*, 6.5µM*, -19%, u
> CCOc1ccccc1NC(=O)CCNS(=O)(=O)c1cccc2nsnc12
  23%, 3, -1%[57.1 µM], 15%, -9%, -15%, -4%, 6%, 7%
> CC(C)[C@H](NC(=O)N1CCn2c1nc1ccccc12)C(=O)NCC1CCCO1 (stereo not given in full)
  -2%, -2, -3%, 16%, 5%, 15%, 8%, -2%, 2%
> Cc1nc(CSc2ccc(Cl)cc2)cc(N2CC(C)OC(C)C2)n1 (stereo not given)
  -5%, 13, -4%, -21%, 2%, -5%, u, 0%[11.3 µM], -10%
> O=C(NN1C(=O)C2C(c3ccccc3)C=CC(c3ccccc3)C2C1=O)c1ccncc1 (stereo not given)
  -1%, 43, 1%, 4%, -6%, -1%, -8%, 6%, 6%
> CCN(CC)c1ccc(-c2n[nH]c(=S)n2-c2ccccc2C)cc1
  u, 43, -3%, -18%, 0%, 8%, 0%, -27%, -8%
> Cc1ccc2sc(NC(=O)CN3C(=O)CCC3=O)nc2c1C
  12%, -2, -4%, 3%, -4%, -22%, -8%, 1%, 3%
> O=C(/C=C/c1c(F)cccc1Cl)NCCCN1CCOCC1
  -30%, 16, 0%, 17%, -20%, 6%, -1%, 1%, 8%
> CC1CC(C)CN(C(=O)CN2C(=O)NC3(CCCCCC3)C2=O)C1 (stereo not given)
  -1%, 10, 9%, 0%, -7%, 3%, -7%, 8%, 0%
> CCc1ccccc1NS(=O)(=O)c1ccc2c(c1)NC(=O)CC(=O)N2
  3%, 45, -12%, 7%, 2%, 4%, -10%, 0%, 11%
> O=C(CCN1C(=O)COc2ccccc21)NCCCN1CCc2ccccc2C1
  u, 1, -8%, 2%, -15%, 0%, 4%, -9%, 7%
> COc1ccc(/C=C/C(=O)NCC(=O)N/N=C(\C)Cc2ccccc2)cc1
  0%, 0, -12%, -6%, -18%, -12%, 7%, 8%, -7%
> O=C1C(=O)N(Cc2cccnc2)C(c2cccc(F)c2)/C1=C(/O)c1ccc2c(c1)OCO2 (stereo not given)
  u, 7, -1%, 8%, 3%, -36%, -32%, 3%, 7%
> CCCCn1c(N)c(N(CC(C)C)C(=O)c2ccc3c(c2)NC(=O)C(C)S3)c(=O)[nH]c1=O (stereo not given)
  7%, 27, 2%, 3%, -4%, -4%, 8%, 5%, 5%
> CCNC(=O)C1(C)CCN(C(=O)c2c(F)cccc2F)C1 (stereo not given)
  x, 28, 3%, 15%, x, 0%, 4%, 10%, 21%
> COc1ccc(C(=O)NCc2cnn(C)c2)cc1OC1CCN(C(C)C)CC1
  -1%, 20, -2%, 5%, 6%, 14%, u, 3%, 20%
> CCOc1ccc(N(CC(=O)NN=C2CCN(C)CC2)S(=O)(=O)c2ccc(Br)cc2)cc1
  5%, 39, -32%, -1%, 7%, -3%, 0%, -22%, -11%
> Cc1ccccc1OCC(=O)N/N=C/c1cccc2cccnc12
  17%, i, -15%, -14%, u, 3%, u, u, u
> CCOc1cc(OCC)cc(C(=O)NCc2ccco2)c1
  -8%, -1, -21%, -2%, 20%, -18%, -1%, -20%, -6%
> Brc1cccc2sc(N3CCN(c4ccccc4)CC3)nc12
  8%, 32, -31%, -22%, 13%, -17%, u, 4%, -24%
> Cc1ccnc(N/C=C/C(=O)c2ccc(Br)cc2)c1
  16%, 6, -1%, -3%, u, -8%, 10%, -11%, -16%
> Cc1ccc(-n2c3c(c(=O)[nH]c2=S)C(C(F)(F)F)(C(F)(F)F)NC(=O)N3)cc1
  3%, -9, -6%, 13%, -1%, -23%, u, 7%, 24%
> CC(C)Cn1nc(C(=O)Nc2nnc(C3CC3)s2)c2ccccc2c1=O
  16%, -2, 3%, 2%, 4%, 2%, -3%, x, 6%
> Cc1noc(C)c1S(=O)(=O)N1CCC(C(=O)c2ccccc2)CC1
  4%, 21, -1%, 11%, -13%, 3%, -6%, -16%, 5%
> CCOC(=O)C1CCN(S(=O)(=O)CCNC(=O)c2ccc(F)cc2)CC1
  0%, 13, -5%, 1%, 0%, 1%, -8%, 0%, -10%
> Cn1c(=O)n(C)c2cc(C(N)=O)ccc21
  u, 8, -8%, 0%, u, 1%, 0%, 29%, 0%
> CCCCCCN1CCN(C2CN(Cc3cn(Cc4ccc(Cl)cc4)nn3)S(=O)(=O)C2)CC1 (stereo not given)
  x, -1, 11%, u, x, -15%, 0%, -18%, u
> COc1ccc(CNS(=O)(=O)NCc2ccccc2F)cc1
  0%, 2, -6%, 5%, 5%, 27%, -2%, 12%, 18%
> COc1cccc(C2/C(=C(\O)c3ccc4c(c3)OCCO4)C(=O)C(=O)N2CCCN2CCOCC2)c1OC (stereo not given)
  2%, 6, 0%, -1%, -3%, 16%, 30%, 2%, 15%
> Cc1ccnc(N2CCCC(C(=O)Nc3nnc(C)s3)C2)n1 (stereo not given)
  -5%, 31, 11%, 16%, 4%, 25%, -1%, -9%, -8%
> COc1ccc(Cl)c(NC(=O)Nc2c(C)n(-c3ccccc3)c(=O)n2C)c1
  -2%, -13, -1%, 10%, -3%, 0%, 16%, 3%, 3%
> CCOc1ccc(N(CC(=O)N/N=C/c2ccc(OC(C)C)cc2)S(C)(=O)=O)cc1
  0%, -15, -2%, -3%, 7%, -4%, -26%, 5%, 17%
> COc1cc2c(OC)cccc2cc1C(=O)O
  -1%, 2, -8%, -2%, -3%, 2%, -3%, 4%, -3%
> C/C(=N\NC(=O)c1ccn(C)n1)c1cccc(NC(=O)c2ccncc2)c1
  -1%, -12, -25%[57.1 µM], -13%, 2%, u, -8%, 11%, -5%
> COc1ccc(Cc2nc3ccc(C(=O)N4CCCC4)cc3o2)cc1
  2%, 43, 3%, -3%, -24%, 3%, -4%, 47%[activator], -1%
> CC(=O)Nc1ccc(-c2ccc3nnc(C)n3n2)cc1
  4%, -9, -2%, 24%, 2%, 0%, 15%, 27%, 11%
> COc1ccc(-c2ccc(C(=O)N3CCN(C)CC3)c3occc23)c(C)c1
  x, 6, -7%, -16%, x, 0%, -1%, -19%, -1%
> COc1ccc(OC)c(NC(=O)CSc2nc3cccnc3n2C)c1
  u, 15, -8%, -10%, -9%, -5%, u, -18%, -3%
> Cc1ccc(NC(=S)NCCc2ccccc2)nc1
  1%, 39, -5%, -17%, -1%, 8%, -3%, 28%, 4%
> COc1cc(OC)cc(-c2cc3nc4c(c(N5CCN(c6ncccn6)CC5)n3n2)CCCC4)c1
  u, -11, -6%, 12%, 13%, -15%, -5%, 28%, 0%
> CCNc1nc(SCC(=O)Nc2ccccc2)nc(N2CCOCC2)n1
  u, 1, 0%, 3%, -93%[inhibitor], 11%, 0%, -9%, -2%
> Cc1cc(N2CCC(N(C)C3CCCC3)CC2)nc2cc(O)ccc12
  -1%, -22, 3%, -24%, 1%, 6%, u, -14%, -12%
> Cc1ccc(-n2c(SCC(=O)N3CC(=O)Nc4ccccc43)nc3ccccc3c2=O)cc1
  16%, -74*, -8%, -10%, 12%, u, 18µM*, -16%, -27%
> COC(=O)c1ccc(COc2ccccc2/C=C(\C#N)C(=O)Nc2c(C)cc(C)cc2C)cc1
  5.8µM*, -79*, -7%, 9.2µM*, 8.2µM*, 12µM*, 16µM*, -17%, 18µM*
> CSc1ccccc1-n1nnnc1SCC(=O)Nc1ccccc1C
  u, -6, -1%, 13%, 1%, -7%, -7%, -3%, 5%
